# Screening results: PubChem, several laboratories
# PfM18AAP inh – blocks P. falciparum M18 aspartyl aminopeptidase | inhibition, % at 7.35 µM | recombinant PfM18AAP, H-Glu-NHMec fluorogenic cleavage | AID 1822 | 1.2% of 290,000 active;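 active = inhibition above the campaign mean inhibition over all tested compounds plus 3 SD, cut at about 28% in these data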;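 note: 0% = plate median of test compound wells and 100% = 2 mM ZnCl2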
# SUMO HTRF inh – inhibitors of human SUMOylation (UBC9); P63279; HTRF SUMOylation assay, SAE1/SAE2 + UBC9, in vitro; inhibition, % at 35 µM; 0.36% of 290,000 active; AID 2006; in the data active = inhibition above about 50%, passing the limit was not always enough; note: strong numbers were not always called active
# Target sequence (P63279 whole entry, looked up): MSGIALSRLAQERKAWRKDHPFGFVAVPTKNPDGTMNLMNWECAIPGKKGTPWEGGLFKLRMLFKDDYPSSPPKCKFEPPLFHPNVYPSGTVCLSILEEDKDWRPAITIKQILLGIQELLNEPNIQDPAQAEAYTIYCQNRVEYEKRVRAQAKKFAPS
# NALP1 inh – blocks the NALP1 inflammasome reconstituted in yeast. 0.61% of 280,000 active. AID 2071. S. cerevisiae NALP1/ASC/caspase-1 growth, X-gal OD620, 72 h. inhibition, % at 10 µM; in the data active = inhibition mostly above about 24%, no sharp cut-off; inactive = mostly below about 32%; note: some compounds called inactive have numbers as strong as hits
# MEKK2mut PB1 HTS – signal of MEK5 binding to mutant human MEKK2 PB1 domain; bead flow cytometry, Alexa488-MEK5 binding to MEKK2 mutant; percent response, % at 10 µM; 0.35% of 290,000 active; in the data active = percent response above about 24%, passing the limit was not always enough; note: inactives centre near 1; some results filed as inactive read as strong as hits
# FID counter – displaces DNA intercalator in HCV helicase counter-screen; DNA fluorescent intercalator displacement, fluorescence; inhibition, % at 7.9 µM; 0.17% of 290,000 active; AID 1845; in the data active = inhibition above about 37%;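 note: 0% = vehicle and 100% = reference compound; higher means more ethidium bromide displaced from hairpin DNA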
# NS3 helicase inh – blocks Hepatitis C virus NS3 helicase unwinding; 0.56% of 290,000 active; AID 1800; inhibition, % at 10.9 µM; NS3 helicase DNA unwinding, Cy5 molecular beacon fluorescence;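 active = inhibition above the mean of all tested compounds plus 3 SD, set per campaign, cut at about 35% in these data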;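 note: 0% = DMSO wells and 100% = thioflavine S control wells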
#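 System: Hepatitis C virus NS3 helicase domain fragment enzyme | Reagent: Annealed dual-labelled DNA beacon duplex, ATP-started | Compound dosing: 10.9 µM single point, 0.8% DMSO | Incubation: 1 h reaction at 25 °C, ATP-initiated | Technique: Cy5 fluorescence | Evaluation: Percent inhibition from t60/t0 fluorescence ratio | Benchmarks: Low DMSO, high thioflavine S at 110 µM | Replication: Singlicate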
# IMP-1 inhibitor – inhibitors of Pseudomonas aeruginosa IMP-1 metallo-beta-lactamase | purified IMP-1, nitrocefin hydrolysis, epi-absorbance fluorescence | inhibition, % at 5.6 µM | 0.45% of 290,000 active;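 active = inhibition above the mean plus 3 SD of all compounds in the same screening run, cut at about 4.5% in these data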;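 note: 0% = IMP-1 with DMSO and 100% = DMSO wells lacking enzyme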
#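 Assay system: purified recombinant IMP-1 beta-lactamase. Input: IMP-1 0.2 nM before substrate addition. Buffer or medium: Zinc- and detergent-supplemented HEPES buffer, pH 7.1. Schedule: 25 °C, 15 min preincubation, 25 min reaction. Signal: Epi-absorbance fluorescence, 480 nm excitation, 530 nm emission. Evaluation: percent inhibition from optical density relative to buffer-blank wells.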
# MEKK2wt PB1 HTS – raises or lowers MEK5 binding to wildtype human MEKK2 PB1 domain. bead flow cytometry, Alexa488-MEK5 binding to MEKK2 WT; actives lie on both sides. 1.1% of 290,000 active. AID 1531. Q9Y2U5. binding response (% of control), % at 10 µM; in the data active = binding response below about 67% or above about 130%
# VIM-2 inh – blocks Pseudomonas aeruginosa VIM-2 metallo-beta-lactamase. AID 1527. purified VIM-2, nitrocefin hydrolysis, epi-absorbance fluorescence. 0.89% of 290,000 active. inhibition, % at 5.6 µM;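 active = inhibition above the mean of all tested compounds plus 3 SD, cutoff set per screening run, cut at about 7.5% in these data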;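 note: red hydrolysis product quenches plate fluorescence so inhibitors raise well fluorescence; 0% = enzyme with DMSO and 100% = DMSO without enzyme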
# An asterisk follows results filed as active; x = not tested or not shown.
SMILES,PfM18AAP inh,SUMO HTRF inh,NALP1 inh,MEKK2mut PB1 HTS,FID counter,NS3 helicase inh,IMP-1 inhibitor,MEKK2wt PB1 HTS,VIM-2 inh
CC1(C)Cc2c(cnn2-c2cccc(F)c2)C(NC(=O)Cn2cccn2)C1 (stereo not drawn),2,9,1,-2,-31,-2,-2.3,99,-3.1
Cc1c(C#N)c2ccccc2n1CC(=O)NCc1ccccc1,-4,-2,-12,2,-3,7,-1.6,98,-1.0
COc1ccc(C2N(c3ccc(C)cc3)CCN2c2ccc(C)cc2)cc1O,-1,-11,7,x,5,-6,-0.9,x,0.1
CCOC(=O)C1CCN(C(=O)c2oc3ccc(S(=O)(=O)N4CCCCCC4)cc3c2C)CC1,0,14,-14,0,-8,-5,-1.8,100,-0.2
O=C(OC(c1ccccc1)c1nccc2ccccc12)c1cc([N+](=O)[O-])cc([N+](=O)[O-])c1 (stereo not drawn),-3,-8,18,7,-1,9,-2.1,108,-1.0
Cc1ccc(S(=O)(=O)NC(C(=O)OCC(=O)NC2CCS(=O)(=O)C2)C(C)C)cc1 (stereo not drawn),0,5,x,-3,-8,5,-3.1,101,0.1
Cc1c(-c2ccc(F)cc2)nc(N)c(C#N)c1-c1ccco1,-1,27,18,0,-2,1,-0.5,104,-2.2
CCCCNC(=O)NNC(=O)c1ccc(F)cc1,15,-3,36,2,-3,5,-0.5,101,-4.4
CC(=O)N1CC2(C)CN(C(C)=O)CC(C)(C1)C2=O,x,14,8,2,x,x,x,106,x
CC(C)c1nc(=S)c2ccccc2[nH]1,-6,-5,0,-1,-5,-5,-3.7,98,-1.6
CC(=O)Nc1ccc(NC(=O)CSc2nnc(NC(=O)Cc3ccc(F)cc3)s2)cc1,1,12,-2,7,-2,6,-4.8,102,-4.0
CCOc1ccc(C2CC(c3ccc(OC)c(OC)c3)n3nc(N)nc3N2)cc1 (stereo not drawn),-2,12,8,1,-36,-6,-3.2,102,-1.3
O=C(CCCN1C(=O)CSc2ncccc21)N1CCN(Cc2ccccc2)CC1,-5,6,36,4,-19,12,-4.1,107,-1.1
CC(C)Oc1ccc(Cc2cnc(N)nc2N)cc1,-14,12,46,10,-5,-7,-3.4,114,-2.8
CN1CCC(CO)(Cc2ccccc2)CC1,-14,2,-11,5,-5,-5,-3.5,98,-2.4
CN1CCN(c2nc(-c3ccco3)cc(C(F)(F)F)n2)CC1,5,26,14,19,-1,1,-2.7,108,-1.6
CCOC(=O)c1cn(CC)c2ccc(Br)cc2c1=O,0,20,18,1,0,-3,-2.8,97,0.9
CC(/C=N/N1C(=O)CSC1=S)=C\c1ccccc1,42*,10,28,-12,-5,12,-0.6,84,0.7
Cc1ccc(CC(=O)Nc2nc3ccccc3[nH]2)cc1C,4,-18,27,4,-3,10,0.5,107,-1.7
Cn1c(CN2CCCC2)nc2cc(NC(=O)c3cccs3)ccc21,0,5,25,-2,11,2,-5.7,90,-3.0
CCOc1ccc(NC(=O)c2cnsn2)cc1,5,-1,10,3,0,6,-2.5,108,-2.1
Cn1cccc1C(=O)Nc1nccs1,15,18,-9,1,-4,-1,0.0,99,-0.9
COc1cccc(/C=C2\SC(=N)N(c3ccc(F)cc3)C2=O)c1,-4,24,-3,-13,-13,-4,-0.1,89,-2.3
O=C(NCCOc1ccc(Cl)cc1)C1CC(=O)N(c2ccc(F)cc2)C1 (stereo not drawn),-1,-3,20,-4,-9,-16,0.3,98,-0.9
O=C(C=C=Nc1ccccc1)C(=O)N=C=Cc1ccccc1,3,43,-7,-10,3,-6,-1.0,96,1.0
# (continued)
SMILES,PfM18AAP inh,SUMO HTRF inh,NALP1 inh,MEKK2mut PB1 HTS,FID counter,NS3 helicase inh,IMP-1 inhibitor,MEKK2wt PB1 HTS,VIM-2 inh
CC(=O)C1=C(C)Nc2cc(C(F)(F)F)ccc2S1,36*,-6,3,9,1,-4,-4.2,99,-1.0
O=C(Nc1ccc(CN2CCCCC2)cc1)Nc1ccccc1Cl,-18,14,10,7,16,-10,0.2,126,1.1
CCn1c2ccccc2c2cc(NC(=O)CNCc3ccccc3OC)ccc21,10,-7,13,11,21,-80,-3.1,121,-2.6
CN(c1ccc(OCC(=O)NC2=NCCS2)cc1)S(=O)(=O)c1ccc(F)cc1,3,-14,1,4,-12,-2,-1.9,106,-2.3
Cc1cc(=O)oc2cc(OCC(=O)OCC(=O)NCc3ccc4c(c3)OCO4)ccc12,-17,2,12,2,-5,-8,0.3,107,2.1
c1ccc(CN2CCN(c3ncnc4nc[nH]c34)CC2)cc1,6,-8,14,11,0,1,-3.0,105,-3.7
O=C(CN(Cc1ccco1)C(=O)CNS(=O)(=O)c1ccccc1)NCc1ccc(F)cc1,-15,10,2,0,-26,16,-2.2,98,-1.1
COc1cc(NS(=O)(=O)c2ccc3ccccc3c2)c2ncccc2c1,4,-77,0,5,-17,17,-2.3,101,-2.8
COC(=O)c1scc2c(Oc3ccccc3)cc(C(F)(F)F)nc12,-1,-5,1,-2,-21,17,-2.2,97,-2.6
CS(=O)(=O)n1nc(OC(=O)c2cccs2)cc1N,-7,-14,3,-20,0,-3,0.1,72,-1.6
CCCCOc1ccc(C(=O)NCCc2cccs2)cc1,-2,16,6,-22,-22,-2,-0.2,74,2.3
CCOc1ccc(N(C(=O)C2CCCO2)C2C=CS(=O)(=O)C2)cc1 (stereo not drawn),-10,-6,11,-8,-4,5,-0.9,95,-0.4
COc1ccc(CSCC(=O)N/N=C/c2ccc(OCC(=O)N3CCCCC3)cc2)cc1,5,-4,5,x,-22,-9,-2.6,x,-4.7
COc1ccc(N2CCN(C(=O)c3c(C)nn(-c4ccccc4)c3C)CC2)cc1,-8,-2,31,-3,-28,-4,-1.9,96,-1.4
O=S(=O)(c1ccc(F)cc1)N1CCN(C(=S)NC2CCCC2)CC1,-2,0,21,-2,-7,9,0.2,99,0.8
COc1ccc(NC(=O)CSCc2cc(=O)n3nc(C4CC4)sc3n2)cc1,-2,-3,23,0,-7,0,-1.9,103,-0.5
COc1ccc(NC(=O)Nc2ccc3oc(C)nc3c2)cc1,-12,27,13,-1,0,10,-5.4,86,-2.6
OCCn1c(-c2ccccc2)csc1=Nc1ccccc1,44*,-13,50*,6,-5,-7,-4.5,106,-3.0
COc1ccc(CNC(=O)CC2C(=O)NCCN2C2Cc3ccccc3C2)cc1 (stereo not drawn),2,8,7,3,-28,1,-1.2,104,-2.6
Cc1ccc(C(=O)Nc2ccc3nc(C)sc3c2)s1,-7,-1,58,2,-3,-6,-2.5,100,-0.5
O=C(Nc1c2c(nn1-c1ccccc1)CS(=O)(=O)C2)c1ccco1,1,0,-2,5,-6,-4,-3.3,108,-2.4
O=S(=O)(c1ccccc1)N1CCN(c2cc(-c3ccccc3)nc3ncnn23)CC1,-10,-8,-19,4,-5,1,-2.7,104,0.0
CCSC1=C(C#N)C2(CCCC2)C(C#N)=C(N)N1,0,25,15,11,-2,-3,-1.3,101,-1.5
CC1CCN(C(=O)CSc2nnc(CN3CCOCC3)n2-c2ccccc2)CC1,8,14,6,5,-30,10,-1.5,109,-0.2
Cc1[nH]c(=O)[nH]c(=O)c1S(=O)(=O)N1CCN(c2ccccc2F)CC1,10,13,23,-3,-1,6,-1.1,95,1.8
# Next section
SMILES,PfM18AAP inh,SUMO HTRF inh,NALP1 inh,MEKK2mut PB1 HTS,FID counter,NS3 helicase inh,IMP-1 inhibitor,MEKK2wt PB1 HTS,VIM-2 inh
CCNS(=O)(=O)c1ccc(NC(=O)c2ccc(Cn3cc(Br)cn3)o2)cc1,0,-27,22,3,-11,3,-1.1,104,-3.9
c1cc(OCCCN2CCCCC2)ccc1CN1CCCCC1,-5,-7,-33,33*,-1,-5,-2.1,190*,-0.8
COC(=O)c1ccccc1NC(=O)c1ccc2c(c1)C(=O)N(Cc1ccco1)C2=O,1,x,x,-5,0,3,-5.4,95,-2.2
CCO[C@@H]1OC(C(=O)N2CCN(C)CC2)=C[C@H](c2ccc(C(F)(F)F)cc2)[C@H]1CCCO,6,-3,1,8,2,-2,-1.9,107,-2.6
O=C(CCCC(=O)N(CC(=O)NC1CCCC1)c1cccc(F)c1)Nc1ccccn1,-2,3,16,-2,-30,5,-2.2,96,-0.6
Cc1cc(NC(=O)Cn2c(=O)n(CCCCC(=O)NC3CCN(Cc4ccccc4)CC3)c(=O)c3ccccc32)n[nH]1,2,-2,10,-15,4,3,-2.7,90,-3.1
COc1ccc(NC(=S)Nc2cccc(Cl)c2Cl)cc1OC,12,6,6,-6,3,-5,-1.3,92,-1.6
Cc1ccc2cc(CCNC(=O)C(C)(C)C)c(=O)[nH]c2c1,-3,6,x,3,4,14,-5.0,105,-1.6
O=C(NC1CCCCC1)N1CCC(c2nc(-c3ccc(S(=O)(=O)N4CCCC4)cc3)no2)CC1,-8,-19,3,1,-5,-2,-1.3,100,-0.3
NS(=O)(=O)c1ccc(CCNCC#Cc2ccccc2)cc1,-1,-1,24,4,11,-11,-0.9,109,-2.4
O=[N+]([O-])c1ccc(Cl)cc1N/N=C/c1ccncc1,-5,18,11,10,2,-5,-3.0,108,1.2
Cc1ccc2c(c1)N(CCCC(=O)NCc1cccnc1)C(=O)CO2,-11,26,30,-2,-9,-1,-4.4,102,-0.7
COc1ccc(N2CCN(Cc3nc4ccccc4n3C)CC2)cc1,3,20,16,-2,-20,0,-3.2,99,-3.9
CC(C)Cn1c(=O)c(C(=O)N/N=C/c2cccc(F)c2)c(O)c2ccccc21,-10,8,8,-4,1,9,0.4,93,-0.6
C=CCn1c(CNC(=O)c2ccccc2F)nnc1SCC(=O)N1CCOCC1,-1,-8,22,-4,-6,15,0.1,99,2.4
Cc1cc(F)ccc1NC(=O)C(C)n1c2ccccc2c2nc(=O)cc(C)n21 (stereo not drawn),0,9,-2,0,-9,-8,-4.1,97,-4.6
CCCCn1c(=O)c(CCC(=O)OCC(=O)Nc2cccc3ccccc23)nc2ccccc21,16,2,24,-6,-22,7,2.4,83,0.1
O=C(CN1C(=O)NC2(CCCCCC2)C1=O)c1ccccc1,9,3,3,4,-11,4,-3.8,103,-2.5
CCCCOC(=O)CSc1nc(N)c(C#N)c(-c2ccc(OC)cc2)c1C#N,-2,-19,11,2,-4,-7,-5.2,97,-3.6
CC(=O)c1cc(CN2CCN(C(C)C)C(CCO)C2)cs1 (stereo not drawn),-2,10,9,-7,0,-4,-3.6,98,-2.5

# Part of the list above, with values under each structure:
# Each structure is followed by: PfM18AAP inh, SUMO HTRF inh, NALP1 inh, MEKK2mut PB1 HTS, FID counter, NS3 helicase inh, IMP-1 inhibitor, MEKK2wt PB1 HTS, VIM-2 inh
- CCCCn1c(=O)c(CCC(=O)OCC(=O)Nc2cccc3ccccc23)nc2ccccc21
→ 16, 2, 24, -6, -22, 7, 2.4, 83, 0.1
- O=[N+]([O-])c1ccc(Cl)cc1N/N=C/c1ccncc1
→ -5, 18, 11, 10, 2, -5, -3.0, 108, 1.2
- O=C(CCCC(=O)N(CC(=O)NC1CCCC1)c1cccc(F)c1)Nc1ccccn1
→ -2, 3, 16, -2, -30, 5, -2.2, 96, -0.6
- Cc1ccc2cc(CCNC(=O)C(C)(C)C)c(=O)[nH]c2c1
→ -3, 6, x, 3, 4, 14, -5.0, 105, -1.6
